D3 ag: activates the human D3 dopamine receptor. max activation, %. D3R DiscoveRx beta-arrestin cells, luminescence, 90 min. P35462. actives 0.58% (n = 410,000); in the data active = max activation above about 30%; note: 0% is about no effect; mostly tested at two doses, the higher about 12 µM
Target sequence (P35462 whole entry, looked up): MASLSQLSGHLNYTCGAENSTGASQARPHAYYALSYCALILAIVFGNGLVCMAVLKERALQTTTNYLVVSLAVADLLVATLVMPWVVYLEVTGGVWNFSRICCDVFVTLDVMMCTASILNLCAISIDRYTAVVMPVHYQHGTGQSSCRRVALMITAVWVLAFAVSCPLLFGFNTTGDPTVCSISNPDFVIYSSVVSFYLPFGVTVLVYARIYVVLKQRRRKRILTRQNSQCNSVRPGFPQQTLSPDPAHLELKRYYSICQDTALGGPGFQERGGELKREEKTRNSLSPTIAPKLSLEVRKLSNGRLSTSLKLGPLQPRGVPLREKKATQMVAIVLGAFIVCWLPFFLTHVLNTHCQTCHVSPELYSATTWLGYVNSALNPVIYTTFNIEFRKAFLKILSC
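Agonist-mode cell screen: cells plated at 1500/well and incubated overnight at 37 °C, then exposed to library compounds for 90 min at 37 °C. Detection reagent was added for 30–60 min at room temperature, and luminescence was read.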
GLP1R ag: activates the human GLP-1 receptor. HEK293 GLP-1R CRE-luciferase, luminescence, 4-6 h; cells express a hypersensitive GLP-1R form. AID 624172. P43220. actives 0.007% (n = 380,000). Potency, µM (series often up to 45.6 µM), for the others: at the highest dose activation, usual class: activators; note: potency is the fitted concentration of half-maximal effect; % of control where 0% means no effect
Target sequence (P43220 whole entry, looked up): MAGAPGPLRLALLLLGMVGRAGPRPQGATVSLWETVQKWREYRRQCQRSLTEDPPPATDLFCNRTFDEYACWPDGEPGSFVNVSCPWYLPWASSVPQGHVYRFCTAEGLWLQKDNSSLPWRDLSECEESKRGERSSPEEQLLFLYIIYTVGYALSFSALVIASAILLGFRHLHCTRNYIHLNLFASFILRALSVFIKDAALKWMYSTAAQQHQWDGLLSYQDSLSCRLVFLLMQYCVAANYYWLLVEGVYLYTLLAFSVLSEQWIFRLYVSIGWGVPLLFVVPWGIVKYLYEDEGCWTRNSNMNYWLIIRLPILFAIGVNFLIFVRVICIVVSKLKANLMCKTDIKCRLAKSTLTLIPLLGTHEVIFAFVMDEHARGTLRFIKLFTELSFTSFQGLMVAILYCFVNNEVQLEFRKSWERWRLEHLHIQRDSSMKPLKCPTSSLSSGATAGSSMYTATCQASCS
TDP43 rescue: rescues yeast growth from TDP-43 toxicity | AID 652104 | TDP-43 expressing yeast growth rescue, BacTiter-Glo, 24 h | actives 1.8% (n = 410,000) | Potency, µM (doses to about 46.1 µM), for inactives: at the highest dose growth rescue (activation), hits mostly activators; note: potency is the fitted concentration of half-maximal effect; % of control where 0% means no effect; nearly all actives have a fitted effect of over 50% in size
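In this qHTS, compounds that restore growth of yeast expressing TDP-43 appear as activators. Cells (OD600=0.02, galactose medium, raffinose-pregrown) are incubated with compound 24 hr at 30 deg C and growth is quantified by BacTiter-Glo.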
PTHR1 agonist: agonists of human PTHR1 parathyroid hormone receptor | actives 0.075% (n = 410,000) | HEK293 GP2 PTHR1 cells, GloSensor cAMP luminescence, 1 h | Q03431 | Potency, µM (series often up to 115 µM), for the others: top-dose activation, usual class: activators; note: potency is the fitted concentration of half-maximal effect; nearly all actives have a fitted effect of over 55% in size; some results filed as inactive show a strong effect at the top dose; inactives centre near -15; many of its hits are not listed in these tables
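HEK-293-derived GP2 cells expressing PTHR1 and a GloSensor cAMP reporter, 3,000/well, plated overnight, given luciferin plus IBMX (each 0.5 mM as added) for 1 h at 37 °C, then compound for 1 h at 37 °C. Luminescence was read after 15 min at room temperature.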
KB-V1 cytotox: kills drug-selected multidrug resistant KB-V1 cells; Potency, µM (titrated, usually from 46.1 µM), without a hit: top-dose activity change, negative = cytotoxicity, most hits filed as cytotoxic; actives 3.4% (n = 400,000); KB-V1 MDR cells viability, CellTiter-Glo, 72 h; AID 1347076; note: potency is the fitted concentration of half-maximal effect; % is set by controls: 0 for no effect and ±100 for the full control effect; nearly all actives have a fitted effect of over 60% in size
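KB-V1 MDR subline cells in DMEM (phenol-red free, 10% FBS) exposed to compounds in qHTS concentration series for 72 h at 37 degrees C. Viability read by CellTiter-Glo luminescence; concentration-effect curves fitted after normalization and correction.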
GLP1R inv ag: GLP-1 receptor (human) inverse agonism. Potency, µM (series often up to 38.3 µM), for the others: at the highest dose activity change, negative = inhibition, actives largely listed as inhibitors. HEK293 GLP-1R CRE-luciferase, luminescence, 24 h; GLP-1R form is constitutively active. actives 1.6% (n = 410,000). AID 624417. P43220; note: potency is the fitted concentration of half-maximal effect; % is set by controls: 0 for no effect and ±100 for the full control effect; nearly all actives have a fitted effect of over 55% in size
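Assay principle: reduced luminescence from a cAMP-responsive reporter in HEK293 cells co-expressing a constitutively active GLP-1R. Conditions: 24 hr compound incubation, 37 deg C, 5% CO2.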
DRD3 antagonist: blocks the human D3 dopamine receptor | P35462 | D3R cells, DiscoveRx beta-arrestin luminescence, antagonist mode; stronger effect = lower value | max response, negative = inhibition, % | actives 2.5% (n = 360,000) | AID 652054; in the data active = max response below about -50%; inconclusive = no clear call, values can overlap the other calls; note: % is set by controls: 0 for no effect and ±100 for the full control effect; mostly tested at two doses, the higher about 12 µM
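Cells plated overnight at 1500 cells/well, then exposed to library compounds with dopamine controls for 90 minutes at 37 degrees C. DiscoveRx reagent added for 30–60 minutes at room temperature; luminescence read, quantitative HTS format.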
aSyn yeast inh: alpha-synuclein toxicity inhibition in yeast | Yeast expressing alpha-synuclein, growth rescue, BacTiter-Glo, 24 h | AID 652106 | actives 0.14% (n = 370,000) | Potency, µM (top dose mostly 46.1 µM), for the others: at the highest dose growth rescue (activation), most hits filed as activators; note: potency is the fitted concentration of half-maximal effect; % of control where 0% means no effect; nearly all actives have a fitted effect of over 65% in size
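Galactose-induced alpha-syn yeast (OD600=0.02, raffinose-pregrown) + pinned cpd, 24 hr, 30 deg C; growth by BacTiter-Glo luminescence. Growth restoration scores as activation.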
GLP1R cytotox: cytotoxicity counter-screen for GLP-1 receptor inverse agonists | HEK293 cAMP-luciferase reporter cells, luminescence, 24 h | Potency, µM (series often up to 38.3 µM), for the others: at the top dose activity change, negative = inhibition, usual class: inhibitors | actives 0.13% (n = 410,000) | AID 624418;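 note: loss of luciferase light is scored as toxicity; potency is the fitted concentration of half-maximal effect; % is set by controls: 0 for no effect and ±100 for the full control effect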
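Here, cytotoxicity is scored as loss of luminescence. The MLSMR collection was tested on cells seeded in medium containing 10% Nu serum, with a 24 hr compound exposure preceded by 12 hours of culture.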
The depositor's hits bear a star; i = inactive; ? = inconclusive; . = not tested or not shown; [ ] = another dose, or the depositor's remark. Unless noted, calls come from the whole dose curve; as a rule, active = well fitted curve in the direction sought with a large enough effect; inconclusive = small, poorly fitted or top-dose-only effect, or another doubt; inactive = no such curve, though single readings can be large; an effect the other way counts as inactive or inconclusive.

SMILES	D3 ag	GLP1R ag	TDP43 rescue	PTHR1 agonist	KB-V1 cytotox	GLP1R inv ag	DRD3 antagonist	aSyn yeast inh	GLP1R cytotox
COC(=O)c1cc(NS(=O)(=O)c2ccc(N3CCOCC3)c([N+](=O)[O-])c2)cc(C(=O)OC)c1	-5	3%	24%	-25%	25%	2%	-24	2%	-5%
Cc1cccc(Cn2cc(C(=O)Nc3cc(F)ccc3F)ccc2=O)c1	3	-3%	22µM*	-16%	?	-23%	.	?	-3%
CCOc1ccc(C2=Nn3c(nnc3-c3ccc(OC)cc3)SC2)cc1	-1	10µM*	28%	i	3.3µM*	0%	0	6%	-18%
CCOC(=O)C(C)(C)N(Cc1cccc(C)c1)S(=O)(=O)c1cccc([N+](=O)[O-])c1	-2	-1%	?	-16%	7.3µM*	?	1	?	3%
CC(CCO)Nc1nc2c(c(=O)n(C)c(=O)n2C)n1Cc1cccc(Br)c1 (stereo unspecified)	7	12%	-4%	-10%[57.5 µM]	-3%	2%	5	2%	-28%
O=C(O)c1ccccc1SCC(=O)N1CCOCC1	11	1%	0%	i	?	-16%	14	-14%	-7%
CC(C)(C)c1csc(NC(=O)c2ccncc2)n1	10	2%	23%	-33%[inhibitor]	?	25%	2	-4%	7%
Nc1[nH][nH]c(=O)c1N=Nc1cccc(Cl)c1	1	6%	5%	i	?	11%	-20	-1%	-35%
O=S(=O)(c1ccc(Br)c2ccccc12)N1CCCC1	1	0%	0%	-13%	-24%	?	-1	1%	11%
COC(=O)c1ccc(CSc2nc(N3CCOCC3)c3c(c2C#N)CC(C)(C)OC3)o1	0	0%	-1%	-1%[57.5 µM]	3%	34%[activator]	14	26%	-4%
CSc1ccc(CN(C)C(C)C(=O)NCC2CCCCC2)cc1 (stereo unspecified)	-16	16%	-15%	-26%	-25%	?	-11	1%	3%
COc1ccc(NC(=O)Nc2ccc3c(c2)CCC3)cc1OC	-4	1%	-4%	i	-9%	-6%	4	-2%	-34%
O=C(Nc1c(F)cccc1F)c1cnc(N2CCN(c3ccccn3)CC2)c2ccccc12	15	-13%	?	-35%[inhibitor]	10µM*	?	24	4%	-15%
CC(C)Cn1c(N2CCN(CC(=O)Nc3ccc(Cl)cc3)CC2)nc2ccccc21	4	7%	-10%[0.397 µM]	-32%[inhibitor]	0%	10µM*	-23	15%	-24%
CC(C(=O)NCc1ccc2c(c1)OCO2)c1ccc([N+](=O)[O-])cc1 (stereo unspecified)	3	17%	10%	-7%	-5%	-10%	1	-8%	?

Already shown: an excerpt of the list.
SMILES	D3 ag	GLP1R ag	TDP43 rescue	PTHR1 agonist	KB-V1 cytotox	GLP1R inv ag	DRD3 antagonist	aSyn yeast inh	GLP1R cytotox
O=C(O)c1ccccc1SCC(=O)N1CCOCC1	11	1%	0%	i	?	-16%	14	-14%	-7%
CC(C)(C)c1csc(NC(=O)c2ccncc2)n1	10	2%	23%	-33%[inhibitor]	?	25%	2	-4%	7%
Nc1[nH][nH]c(=O)c1N=Nc1cccc(Cl)c1	1	6%	5%	i	?	11%	-20	-1%	-35%
O=S(=O)(c1ccc(Br)c2ccccc12)N1CCCC1	1	0%	0%	-13%	-24%	?	-1	1%	11%
COC(=O)c1ccc(CSc2nc(N3CCOCC3)c3c(c2C#N)CC(C)(C)OC3)o1	0	0%	-1%	-1%[57.5 µM]	3%	34%[activator]	14	26%	-4%
CSc1ccc(CN(C)C(C)C(=O)NCC2CCCCC2)cc1 (stereo unspecified)	-16	16%	-15%	-26%	-25%	?	-11	1%	3%
COc1ccc(NC(=O)Nc2ccc3c(c2)CCC3)cc1OC	-4	1%	-4%	i	-9%	-6%	4	-2%	-34%
O=C(Nc1c(F)cccc1F)c1cnc(N2CCN(c3ccccn3)CC2)c2ccccc12	15	-13%	?	-35%[inhibitor]	10µM*	?	24	4%	-15%
CC(C)Cn1c(N2CCN(CC(=O)Nc3ccc(Cl)cc3)CC2)nc2ccccc21	4	7%	-10%[0.397 µM]	-32%[inhibitor]	0%	10µM*	-23	15%	-24%
CC(C(=O)NCc1ccc2c(c1)OCO2)c1ccc([N+](=O)[O-])cc1 (stereo unspecified)	3	17%	10%	-7%	-5%	-10%	1	-8%	?

(cont.)
SMILES	D3 ag	GLP1R ag	TDP43 rescue	PTHR1 agonist	KB-V1 cytotox	GLP1R inv ag	DRD3 antagonist	aSyn yeast inh	GLP1R cytotox
O=C(NCc1ccco1)c1cc(-c2cccs2)nc2ccccc12	-6	1%	6%	i	?	?	2	8%	1%
CCC(Sc1ccc(C(=O)O)cc1)C(=O)O (stereo unspecified)	3	-1%	-3%	i	13%	12%	-6	1%	19%
C[C@@H]1CN([C@@H](C)CO)C(=O)c2cc(NC(=O)Nc3ccc(F)cc3)ccc2O[C@@H]1CN(C)Cc1ccc(Oc2ccccc2)cc1	-13	0%	17%	?	?	?	-26	-35%[inhibitor]	?
Cc1ccc(OCCSc2nc3ccccc3n2CC(=O)O)cc1C	0	3%	6%	-18%	-1%	18%	11	1%	3%
Cn1c2c(c(=O)n(C)c1=O)C1c3cc(Cl)ccc3OCC1CO2 (stereo unspecified)	4	-4%	23%	-20%[57.5 µM]	1%	?	-10	5%	-13%
CN(CC(=O)NC(c1ccccc1)c1ccccc1)Cc1nc2ccccc2c(=O)[nH]1	-4	20%	-6%	i	0%	-31%	-3	0%	?
COc1ccc(CCNC(=O)c2ccc3c(c2)ncn3-c2ccc(C(C)C)cc2)cc1OC	3	.	23%	-57%[inhibitor]	?	?	.	.	-29%
O=C(CCN1CCOCC1)N/N=C/c1cc(Br)cc(Br)c1O	-15	-2%	3%	i	?	?	?	-1%	3%
CCC1CCCCN1C(=O)COC(=O)c1ccc(S(=O)(=O)N2CCOCC2)cc1 (stereo unspecified)	0	-8%	4%	-17%[57.5 µM]	23%	1%	19	2%	-3%
CCCCSc1nc(C)[nH]c1[N+](=O)[O-]	2	-10%	2%	i	-5%	0%	?	-10%	-19%
COc1ccc(C)cc1NC(=O)c1cc(C2CC2)nc2c1c(C)nn2C1CCS(=O)(=O)C1 (stereo unspecified)	-2	8%	25%	-7%	4.6µM*	11%	-27	-2%	-17%
CC1CCCCN1C(=O)Cc1ccc(F)cc1 (stereo unspecified)	2	-9%	24%	i	4%	-27%	3	5%	-9%
CCOC(=O)c1nc2ccc(C)cc2c2c1C1CC(c3c(Cl)cccc31)N2C(=O)OCc1ccccc1 (stereo unspecified)	-7	12%	13%	-23%	?	5µM*	20	14%	3%
OCc1ccccc1NC(=S)Nc1cccnc1	-7	3%	-17%	i	-6%	-2%	22	-8%	-16%
COc1ccc(CNS(=O)(=O)c2ccc(-n3cccn3)cc2)cc1	5	2%	22%	-24%	25%	-35%	17	3%	0%
CCOc1ccc(N(CC(=O)NCc2ccc(Cl)cc2)S(=O)(=O)c2ccccc2)cc1	-9	19%	6%	-26%	-31%	11%	-10	5%	12%
COc1ccc(N(CC(=O)N2CCN(c3ccccc3)CC2)S(=O)(=O)c2c(C)nn(C)c2C)cc1	0	0%	?	-26%	6%	17%	.	.	2%
Cc1ccc(-c2nc3ccccc3s2)cc1NC(=S)NC(=O)/C=C/c1ccco1	-8	1%	-10%	-11%	?	8%	-13	-6%	-19%
Cc1c(C(=O)OC(C)C(C)C[N+](C)(C)C)oc2ccccc12 (stereo unspecified)	-2	-5%	-1%	i	0%	0%	18	2%	5%
CCOC(=O)C1=CCN(S(=O)(=O)c2ccccc2Cl)C1c1ccccc1 (stereo unspecified)	2	8%	?	-22%	-13%	?	-5	-8%	-10%
COc1ccccc1-n1cc(-c2ccc([N+](=O)[O-])cc2)[nH]c1=S	-18	11%	-13%[1.82 µM]	?	?	16%	-24	0%	-16%
COc1ccc(NS(=O)(=O)c2ccc(C(=O)N3CCCCCC3)cc2)cc1	18	6%	-19%	-15%	-27%	?	5	14%	-7%
C=CCCC(=O)N1CCC(Oc2cccc(C(=O)NCc3ccccn3)c2)CC1	8	-3%	18%	-9%	.	13%	21	0%	2%
O=C1NC(c2ccccc2)=C(c2ccc3ccccc3n2)C(c2ccc(F)cc2)N1 (stereo unspecified)	-1	19%	21%	-29%	-2%	?	-9	0%	-16%
CC(=O)c1ccc(OCC(=O)Nc2ccccc2C(=O)NC2CC2)cc1	0	-3%	3%	-22%	-16%	52%[activator]	6	0%	22%
Cc1nnc(NC(=O)C2CC(=O)N(Cc3ccccc3)C2)s1 (stereo unspecified)	8	4%	3%	-17%	0%	15%	1	1%	-21%
COc1cccc(CN(C)C[C@@H]2OCc3cnnn3CCCC(=O)N([C@@H](C)CO)C[C@H]2C)c1	2	0%	10%	-17%	-9%	15%	1	-2%	8%
CCN1CCN(CCC(=O)Nc2ccccc2C)CC1	3	9%	0%	i	11%	7%	17	9%	-1%
c1ccc2c(NC3C4CC5CC(C4)CC3C5)nc(N3CCOCC3)nc2c1 (stereo unspecified)	-4	18%	-4%[9.22 µM]	0%	-2%	?	-12	0%	17%[7.66 µM]
CCNc1nc(NCC)n2c(SCC(=O)Nc3ccc(Br)cc3F)nnc2n1	-1	2%	7%	-23%	23%	12%	9	-8%	15%
COc1cc(NC(=O)c2cccs2)c(OC)cc1NC(=O)CCC(=O)Nc1ccc2ncccc2c1	7	11%	?	i	-14%	?	22	0%	?
CC(C)(c1ccccc1)c1ccc(OCC2CO2)cc1 (stereo unspecified)	-7	6%	15%	-34%	1%	-31%	-9	16%	-1%

These rows are one share of the data; rates above refer to the full screens.
